Screening results (PubChem)
Tat export inh: blocks Tat-dependent protein export in E. coli; E. coli MC4100 TorA-mCherry Tat export, fluorescence; inhibition, % at 10 µM; actives 0.036% (n = 340,000);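 active = mean replicate inhibition at least 50% and at least half of replicates individually reaching 50%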;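 note: exported cargo escapes ClpAP degradation while cytoplasmic cargo is degraded and loses fluorescence; 0% = median of neutral control wells and 100% = median of NaSCN control wells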
Arrestin-AP2 inh: blocks beta-arrestin peptide binding to AP2 adaptin. FITC-arrestin peptide / GST-AP2 beads, flow cytometry; AP2 beta2 appendage carries R879A mutation. inhibition, % at 10 µM. actives 0.31% (n = 340,000);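 active = inhibition above a set limit, near 3 SD of compounds lacking own fluorescence, cut at about 54% in these data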;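 note: plate controls were DMSO wells for no effect and 5 µM unlabelled arrestin peptide for full effect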
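Material – AP2 appendage R879A on GSH beads · Buffer or medium – PBS with 0.05% Tween 20 and 0.1% BSA · Probe or stimulus – fluorescein-tagged arrestin peptide at 50 nM final · Incubation – compound with beads 12 min RT, then probe 1 h RT · Detection – high-throughput flow cytometry of beads, ex 488, em 535 nm · Evaluation – percent response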
OPRM1-OPRD1 ag: agonists of human mu-delta opioid receptor heterodimerization | P35372+P41143 | cells, OPRM1-OPRD1 heterodimerization, luminescence | activation, % at 9.3 µM | actives 0.3% (n = 340,000); in the data active = activation above about 18%;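 note: 0% = vehicle-treated cells and 100% = reference agonist; values of inactives mirror those of a sister screen read the other way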
PfHsp90 yeast 2: inhibits growth of yeast expressing Plasmodium falciparum Hsp90; AID 504621; S. cerevisiae expressing PfHsp90, BacTiter-Glo ATP, 48 h; yeast lacking PDR1 and PDR3 efflux regulators; inhibition, % at 9.4 µM; actives 0.32% (n = 310,000);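 active = every replicate shows inhibition above about 80%, whatever the replicate mean, limit read from the data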;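 note: 0% = DMSO neutral controls and 100% = 20 µM radicicol positive controls; yeast relying on Plasmodium falciparum Hsp90 in place of its own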
AddAB inh: less growth of phage-infected E. coli with AddAB; E. coli expressing H. pylori AddAB, absorbance growth; inhibition, % at 11.9 µM; actives 0.29% (n = 330,000); AID 435030; in the data active = inhibition above about 12%;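 note: 0% = vehicle wells of infected cells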
PKA-R1A activ: activators of PKA-R1A complex; activation, % at 11.4 µM; PKA-R1A dissociation, Cy5-IP20 fluorescence polarization; scaled: DMSO 0%, 113 µM cGMP 100%; AID 504707; actives 0.083% (n = 340,000);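 active = percent activation above the mean of all tested compounds plus 3 SD, cut at about 19% in these data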;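 note: higher means more PKAc released from R1A so a rise in polarization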
MOR-DOR inv ag: inverse agonists of human mu-delta opioid receptor heterodimerization; AID 504357; P35372+P41143; inhibition, % at 9.3 µM; cell-based MOR-DOR heterodimer luminescence, inverse agonism; actives 0.21% (n = 340,000); in the data active = inhibition above about 22%, passing the limit was not always enough;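 note: 0% = cells with DMSO and 100% = wells without cells with DMSO; values of inactives mirror those of a sister screen read the other way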
E coli growth: reduces bacterial viability in AddAB counter-screen. E. coli V3065 growth, OD600 absorbance, 18 h. inhibition, % at 11.9 µM. actives 0.27% (n = 330,000). AID 449728;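 active = inhibition above the campaign's mean inhibition across all tested compounds plus 3 SD, cut at about 9.9% in these data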;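 note: uninfected addAB+ strain grown without phage in ampicillin broth; 0% = DMSO wells and 100% = ciprofloxacin 0.95 µg/ml wells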
Pemphigus Ab inh: human desmoglein-3 autoantibody binding inhibition | DSG3-coupled beads, scFv-anti-DSG3-GFP binding, flow cytometry; hits give low values | binding (percent of control), % at 10 µM | actives 0.48% (n = 310,000) | AID 588358;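 active = binding more than 3 SD below its plate's average and above zero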;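 note: hits lower antibody fragment binding to DSG3; some compounds called inactive have numbers as strong as hits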
Target sequence (P32926 whole entry, looked up, the tested form may be a part): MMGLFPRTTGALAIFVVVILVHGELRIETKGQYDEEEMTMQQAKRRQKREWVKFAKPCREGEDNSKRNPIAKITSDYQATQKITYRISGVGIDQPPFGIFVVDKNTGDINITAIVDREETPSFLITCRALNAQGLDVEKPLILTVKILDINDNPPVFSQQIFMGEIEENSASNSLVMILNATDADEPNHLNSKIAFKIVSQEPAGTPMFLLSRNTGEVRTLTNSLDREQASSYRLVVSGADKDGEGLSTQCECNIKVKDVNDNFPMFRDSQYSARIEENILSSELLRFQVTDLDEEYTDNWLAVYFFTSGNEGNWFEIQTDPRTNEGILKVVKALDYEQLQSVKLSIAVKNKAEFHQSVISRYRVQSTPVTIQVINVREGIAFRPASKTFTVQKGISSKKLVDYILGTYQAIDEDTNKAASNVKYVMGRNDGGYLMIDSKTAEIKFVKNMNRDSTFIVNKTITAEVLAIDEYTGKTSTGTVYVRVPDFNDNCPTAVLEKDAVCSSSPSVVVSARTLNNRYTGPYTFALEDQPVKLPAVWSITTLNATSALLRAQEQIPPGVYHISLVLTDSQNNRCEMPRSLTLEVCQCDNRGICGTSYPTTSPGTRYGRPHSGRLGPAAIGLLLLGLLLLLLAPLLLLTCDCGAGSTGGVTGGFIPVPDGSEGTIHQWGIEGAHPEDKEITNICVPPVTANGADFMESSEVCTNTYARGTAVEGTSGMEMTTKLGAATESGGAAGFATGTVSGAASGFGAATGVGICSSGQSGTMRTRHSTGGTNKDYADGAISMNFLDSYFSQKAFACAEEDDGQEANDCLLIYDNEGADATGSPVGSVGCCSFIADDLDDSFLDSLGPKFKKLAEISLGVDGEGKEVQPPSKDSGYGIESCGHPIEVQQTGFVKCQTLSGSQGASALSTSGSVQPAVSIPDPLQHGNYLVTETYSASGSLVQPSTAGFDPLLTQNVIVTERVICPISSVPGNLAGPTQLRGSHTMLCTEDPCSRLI
SUMO Mot1 rescue: SUMOylation pathway inhibition by Mot1-301 growth rescue; S. cerevisiae Mot1-301 growth rescue, ATP luminescence, 38.5C; percent above DMSO median, 100 means doubled; growth rescue, % at 18.8 µM; actives 1% (n = 320,000);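 active = every valid replicate shows activation above 250% relative to neutral control wells; inactive = the rest, any valid replicate at or below 250%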;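 note: OY570 slx delta 5 strain wells were the positive control but not used for scaling; some compounds called inactive have numbers as strong as hits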
phage Ecoli inh: E. coli growth loss with phage present; actives 0.26% (n = 360,000); AID 651602; growth absorbance; inhibition, % at 11.9 µM; in the data active = inhibition above about 11%
An asterisk follows results filed as active; x = no result given; & = joins results of further samples. These rows are one share of the data (hit frequency here may not be typical).

no. | canonical_smiles | E coli growth | Arrestin-AP2 inh | MOR-DOR inv ag | SUMO Mot1 rescue | Tat export inh | PKA-R1A activ | OPRM1-OPRD1 ag | PfHsp90 yeast 2 | Pemphigus Ab inh | AddAB inh | phage Ecoli inh
1 | N#Cc1ccc(NC(=O)CN2C(=O)NC3(CCCC3)C2=O)cc1Cl | 2.0 | 3 | 14 | 46 | -4 | -7 | -2.7 | -21 | 110 | 3.6 | 2.0
2 | Clc1ccc2c(c1)C(c1ccccc1Cl)=NCc1nnc(Br)n1-2 | 1.2 | 7 | 5 | 527 | -2 | -4 | -0.8 | 7 | x | -1.8 | 1.1
3 | CC(=O)NC(Cc1ccc(N(CCCl)CCCl)cc1)C(=O)NC(C(=O)O)C(C)C (stereo unspecified) | -1.9 | 18 | 14 | -3 | 11 | -5 | -2.8 | 19 | 99 | 4.8 | 3.7
4 | O=C(CN1CCOCC1)NCC(=O)Nc1ccc(Br)cc1C(=O)c1ccccc1 | -0.2 | 6 | 17 | -3 | 12 | 5 | -3.2 | -13 | 99 | 0.6 | 2.1
5 | COc1ccc(CNCCc2ccc3c(c2)OCO3)c(OC)c1OC | 0.5 | 31 | 8 | 104 | 4 | -12 | -1.8 | -18 | 90 | 1.6 | 3.5
6 | CCOc1ccc(-n2c(O)c(C=Nc3ccc(N(CC)CC)cc3)c(=O)[nH]c2=O)cc1 | 1.7 | 9 | -9 | -12 | 3 | -11 | 1.6 | 9 | 117 | 1.8 | -0.4
7 | CC(C)c1ccc(NC(=O)N2C[C@H]3C[C@@H](C2)c2cccc(=O)n2C3)cc1 | -0.5 | 15 | 15 | 17 | 8 | 3 | -2.9 | 10 | x | 0.3 | 3.1
8 | CCCCCn1c(=O)c(C(=O)Nc2cccc(C)n2)c(O)c2ccccc21 | 0.4 | 28 | -3 | -1 | -2 | -5 | 0.6 | 9 | 98 | -0.5 | -0.1
9 | CCC1(O)CCC2C3CCC4=CC(=O)CCC4C3CCC21CC (stereo unspecified) | x | -12 | -12 | x | -7 | -9 | 2.3 | x | 92 | x | 0.6
10 | COc1cc2nc(N3CCN(C(=O)C4CCCO4)CC3)nc(N)c2cc1OC (stereo unspecified) | 3.1&-1.6 | 4&4 | -4&-3 | -16&-35&36 | -4&-3 | -8&3 | 0.8&0.6 | 2&18 | 118&120 | 1.3&-1.8 | 2.7&5.6
11 | COc1ccccc1OCCCn1cc(C(=O)C2CC2)c2ccccc21 | -1.8 | 15 | -16 | 16 | 7 | -14 | 3.2 | 17 | 107 | 0.0 | 2.3
12 | C[C@]12CCC(=O)C=C1CC[C@@H]1[C@@H]2CC[C@@]2(C)[C@H]1CC[C@]2(C)O | x | 15 | 6 | x | -7 | 3 | -1.5 | x | 98 | x | 4.0
13 | N=c1sccn1Cc1ccc(Cl)cc1Cl | 2.5 | -11 | 12 | -3 | 0 | -12 | -2.2 | -14 | 118 | 3.0 | 2.8
14 | CC(C)OC1CCCC(O)C1CC(=O)O (stereo unspecified) | -0.4 | 37 | 10 | -5 | -3 | -8 | -1.9 | -4 | 91 | 0.0 | 1.2
15 | O=Cc1cn(Cc2cccc([N+](=O)[O-])c2)c2ccccc12 | -0.3 | -2 | 9 | -23 | -7 | 18 | -1.8 | 15 | 105 | -0.7 | -1.4
16 | CCOC(=O)[C@]12Cc3c(cc(OC)c(OC)c3OC)[C@H]1N(Cc1ccccc1)C(=O)c1ccccc12 | x | 20 | 4 | x | -1 | -5 | -0.8 | 8 | 100 | x | 2.9
17 | O=C(CN1CCOCC1)c1ccc(Br)cc1 | 1.2 | 3 | 24 | -19 | -2 | 0 | -5.4 | 26 | 91 | 1.1 | 0.7
18 | CC1CN(O)C2CCc3c(no[n+]3[O-])C12O (stereo unspecified) | 1.7 | -4 | 31* | -13 | 4 | 2 | -5.3 | x | 103 | 0.9 | 2.6
19 | Ic1ccccc1CN[C@@H]1C2CCN(CC2)[C@@H]1C(c1ccccc1)c1ccccc1 | 0.2 | -2 | 12 | x | 10 | -15 | -2.2 | 44 | 124 | -0.1 | 3.2
20 | O=C1NC(=O)C(C2CCCCCC2)C(=O)N1 | x | -2 | 3 | x | 3 | 10 | -0.6 | -1 | 83 | x | 3.0
21 | O=c1c2ccccc2[nH]c(=S)n1-c1ccc(Br)cc1 | -0.5 | 8 | 7 | -5 | 2 | -2 | -1.4 | -66 | 104 | 1.1 | -0.6
22 | C/C=C1/C[N+]2(C)CCC34C(=C(C=O)[C@H]1C[C@@H]32)Nc1ccccc14 (stereo partly specified) | -3.1 | 28 | 4 | -14 | 2 | -8 | -0.8 | 6 | 102 | -1.4 | 2.7
23 | COc1ccc(CN2Cc3cnnn3-c3ccccc3C2C#N)cc1 (stereo unspecified) | x | 24 | 8 | x | 6 | -3 | -1.6 | -9 | 91 | x | -0.7
24 | CCN(CC)c1ccc(/C=N/c2sc3c(c2C#N)C2CCN3CC2)c(O)c1 | 0.7 | -3 | 42* | -9 | -2 | -6 | -8.2 | -18 | 489 | 2.4 | x
25 | CC(NCc1ccccc1C(F)(F)F)C(O)c1ccccc1 (stereo unspecified) | 1.5 | -17 | 3 | -19 | -2 | -14 | -0.6 | 16 | 93 | 0.2 | 5.4
26 | COC(=O)Nc1ccc(N=C(N)N[N+](=O)[O-])cc1 | 3.2 | 5 | 8 | -3 | 2 | 1 | -1.5 | -56 | 78 | 3.1 | 3.9
27 | Oc1ccc(/C=N/NP(=S)(c2ccccc2)c2ccccc2)cc1O | 0.6 | 2 | -28 | -6 | 2 | -9 | 4.7 | 8 | 123 | 2.1 | 2.0
28 | NC1=NC(=O)N2CC12 (stereo unspecified) | x | -3 | 9 | x | 1 | 12 | -1.9 | -20 | 87 | x | 2.2
29 | COc1ccc(Cl)cc1N=Cc1c(O)n(C)c(=O)n(C)c1=O | -2.5 | 1 | 6 | -8 | -5 | 2 | -1.1 | -1 | 98 | -2.4 | 0.8
30 | COc1ccccc1-n1c(-c2ccccc2Br)nc2ccccc2c1=O | 0.7 | 2 | 17 | -5 | -2 | -9 | -3.3 | 7 | 95 | 1.4 | 2.8

Along the list, as entered above:
Compounds 15–26 in AddAB inh, in turn: -0.7, x, 1.1, 0.9, -0.1, x, 1.1, -1.4, x, 2.4, 0.2, 3.1
Compounds 15–26 in PKA-R1A activ, in turn: 18, -5, 0, 2, -15, 10, -2, -8, -3, -6, -14, 1
Compounds 15–26 in Arrestin-AP2 inh, in turn: -2, 20, 3, -4, -2, -2, 8, 28, 24, -3, -17, 5

New compounds follow
no. | canonical_smiles | E coli growth | Arrestin-AP2 inh | MOR-DOR inv ag | SUMO Mot1 rescue | Tat export inh | PKA-R1A activ | OPRM1-OPRD1 ag | PfHsp90 yeast 2 | Pemphigus Ab inh | AddAB inh | phage Ecoli inh
31 | N#CCCn1cc(C(=O)Nc2ccccc2Br)c(-c2ccc([N+](=O)[O-])cc2)n1 | -0.4 | -2 | 12 | -4 | -3 | -2 | -2.0 | -52 | 100 | -1.5 | -2.8
32 | COc1ccc2[nH]c(C)c(CCNCc3cc(OC)c4c(c3)OCO4)c2c1 | -2.5 | 2 | 5 | -2 | -5 | -16 | -1.5 | 3 | 109 | 0.8 | -1.7
33 | COC(=O)C1=C(c2cccc(OCc3ccccc3)c2)C[C@@H]2CC[C@H]1N2C(=O)NCCOc1ccccc1 | -2.7 | 26 | -2 | 2 | 14 | -12 | 0.3 | -5 | 99 | 0.9 | 2.7
34 | Cn1cc(CCC(=O)N2CCC3(CC2)OCCO3)c2ccccc21 | 0.1 | 4 | 7 | -10 | 2 | 6 | -1.3 | -9 | 99 | 0.3 | 3.7
35 | C=CCn1c(O)c(C(C)=NCCO)c(=O)[nH]c1=O | -2.1 | 11 | 6 | -1 | 0 | -9 | -1.1 | -53 | 111 | 0.4 | 2.5
36 | C/C(=N\NC(=O)c1ccncc1)c1c(O)n(Cc2ccccc2)c(=O)[nH]c1=O | 2.0 | 9 | 4 | 1 | -3 | 5 | -0.8 | -20 | x | 4.7 | 1.5
37 | CCCN(CCC)C1CCc2cccc(O)c2C1 (stereo unspecified) | 1.0 | -4 | 10 | -11 | 10 | 2 | -1.8 | -10 | 102 | 1.3 | 3.8
38 | CC1(C)C(C(=O)NN2C(=O)c3ccccc3C2=O)C1(C)C | 1.0 | 27 | 10 | -8 | -4 | 1 | -1.8 | 1 | 103 | 4.1 | 3.6
39 | O=C(O)c1ccccc1NC(=O)N1C[C@H]2C[C@@H](C1)c1cccc(=O)n1C2 | 2.8 | -1 | 4 | -10 | -6 | -1 | -0.7 | -10 | 95 | 7.2 | 0.6
40 | CCCCn1c(O)c(C(C)=Nc2c(C)n(C)n(-c3ccccc3)c2=O)c(=O)[nH]c1=O | -0.9 | 39 | 15 | -4 | -3 | -8 | -2.6 | 9 | 73 | -1.1 | 1.9
41 | COc1ccc(Br)cc1CN1CCN(CCO)CC1 | 0.9 | 24 | 1 | -15 | -3 | 7 | -0.2 | 2 | 95 | -0.3 | 0.2
42 | COc1cc(/C=C/c2nc3ccccc3c(=O)n2-c2ccc(O)cc2)ccc1O | -2.3 | -6 | -11 | 4 | -2 | 0 | 2.0 | 4 | 94 | -3.4 | -3.0
43 | COc1ccc(CN2C(=O)CC(=O)NC2=O)cc1 | -1.2 | -7 | 3 | -11 | 5 | -2 | -0.7 | -47 | 101 | -0.2 | 3.0
44 | Nc1ccncc1 | 1.1 | 17 | 2 | -1 | -7 | -5 | -0.5 | 5 | x | 0.6 | 2.2
45 | CCOc1ccc(CC2C(=O)NC(=O)N(c3ccc(CC)cc3)C2=O)cc1 (stereo unspecified) | 1.0 | 6 | -4 | 0 | -1 | 1 | 0.6 | 3 | 105 | 1.1 | 1.3
46 | Cc1ccc(C(O)(c2ccc(C)c(C)c2)C2CN3CCC2CC3)cc1C (stereo unspecified) | 1.4 | 30 | 10 | 117 | 1 | -8 | -2.1 | 11 | 103 | -0.2 | 5.0
47 | Cn1c(O)c(C=NCCN2CCN(C(=O)Nc3ccccc3)CC2)c(=O)n(C)c1=O | 1.4 | -3 | x | 133 | x | x | x | x | 99 | 1.1 | -1.2
48 | CC(C)(C)C(=O)OCC12CCC(O1)C1(C)C(=O)OCC21 (stereo unspecified) | -0.5 | -2 | 9 | -8 | -9 | 2 | -1.6 | 8 | 103 | 1.6 | 3.3
49 | CN1CN(c2cccc([N+](=O)[O-])c2)CN=C1N[N+](=O)[O-] | -0.2 | 10 | 7 | 2 | 21 | -5 | -1.4 | -2 | 101 | 1.1 | 3.0
50 | CN1CCN(C(=O)COc2ccc(S(=O)(=O)NC3CCCCC3)cc2Cl)CC1 | 0.6 | -1 | 4 | 35 | -5 | -27 | -1.0 | -4 | 107 | 0.4 | 0.4
51 | C=C1[C@H]2C[C@H]3[C@H]4N5C[C@]6(C)CCC[C@]47[C@H]([C@H]2O)[C@]3(C[C@]5(O)[C@H]67)[C@@H]1O | 2.3 | 2 | 20 | 4 | -3 | 0 | -4.0 | -5 | 96 | 4.2 | -1.1
